Screening results: PubChem, National Center for Advancing Translational Sciences (NCATS)
GLP1R ag = activates the human GLP-1 receptor; P43220; HEK293 GLP-1R CRE-luciferase, luminescence, 4-6 h; cells express a hypersensitive GLP-1R form; Potency, µM (titrated, usually from 45.6 µM), inactives show at the top dose activation, hits mostly activators; 380,000 compounds, 0.007% hits; note: potency is the fitted concentration of half-maximal effect; % of control where 0% means no effect
Target sequence (P43220 whole entry, looked up): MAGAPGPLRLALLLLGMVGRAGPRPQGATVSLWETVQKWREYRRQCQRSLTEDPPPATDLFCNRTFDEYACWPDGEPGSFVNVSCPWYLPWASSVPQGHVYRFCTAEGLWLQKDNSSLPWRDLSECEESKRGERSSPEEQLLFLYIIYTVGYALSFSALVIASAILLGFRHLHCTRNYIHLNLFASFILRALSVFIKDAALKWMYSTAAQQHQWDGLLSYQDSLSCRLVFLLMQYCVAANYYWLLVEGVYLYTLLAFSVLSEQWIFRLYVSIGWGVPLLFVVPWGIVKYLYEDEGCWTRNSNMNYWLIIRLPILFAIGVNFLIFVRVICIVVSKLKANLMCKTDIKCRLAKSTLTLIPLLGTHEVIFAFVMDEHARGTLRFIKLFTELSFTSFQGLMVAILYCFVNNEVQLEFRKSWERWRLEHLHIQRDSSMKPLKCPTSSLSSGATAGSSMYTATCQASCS
Abeta rescue = compounds reversing amyloid beta toxicity in yeast | 410,000 compounds, 0.063% hits | yeast expressing A-beta42, growth rescue, OD600, 48 h; response scale: 0% DMSO, 100% iron-clioquinol control | AID 1347071 | Potency, µM (series often up to 46.1 µM), without a hit: at the highest dose growth rescue, most hits filed as activators; note: potency is the fitted concentration of half-maximal effect; nearly all actives have a fitted effect of over 55% in size
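Yeast growth medium received pinned compounds, then yeast cells expressing toxic A-beta were added; plates incubated at 30 C for 48 hr. Growth read as absorbance at 600 nm, normalized to DMSO and equimolar FeCl3 plus clioquinol controls.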
GLP1R inv ag = inverse agonists of human GLP-1 receptor. HEK293 GLP-1R CRE-luciferase, luminescence, 24 h; GLP-1R form is constitutively active. Potency, µM (top dose mostly 38.3 µM), for inactives: at the top dose activity change, negative = inhibition, most hits filed as inhibitors. 410,000 compounds, 1.6% hits. AID 624417; note: potency is the fitted concentration of half-maximal effect; % is set by controls: 0 for no effect and ±100 for the full control effect; nearly all actives have a fitted effect of over 55% in size
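Stable HEK293 clone (constitutively active GLP-1R + cAMP-response luciferase); 200 cells/uL plated, 12 h pre-culture, compound 24 hr, 37 deg C/5% CO2; detection reagent 12 min RT; luminescence.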
D3 antag = blocks the human D3 dopamine receptor. 360,000 compounds, 2.5% hits. P35462. max response, negative = inhibition, %. D3R cells, DiscoveRx beta-arrestin luminescence, antagonist mode; active compounds read low; in the data active = max response below about -50%; inconclusive = no clear call, values can overlap the other calls; note: % is set by controls: 0 for no effect and ±100 for the full control effect; mostly tested at two doses, the higher about 12 µM
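Cells expressing the human receptor were seeded at 1500 cells/well, incubated overnight at 37 degrees C in 5% CO2, then exposed to library compounds with dopamine controls for 90 minutes at 37 degrees C before luminescent detection.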
FUS suppressor = rescues growth of FUS-expressing yeast | S. cerevisiae FUS-expressing, growth rescue, OD600, 24 h | 390,000 compounds, 0.24% hits | Potency, µM (top dose mostly 76.6 µM), without a hit: top-dose growth rescue (activation), usual class: activators;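 note: potency is the fitted concentration of half-maximal effect; plate controls were DMSO vehicle for no effect and reference control for full effect; nearly all actives have a fitted effect of over 55% in size; some results filed as inactive show a strong effect at the top dose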
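Cultures pregrown in 2.5% raffinose medium are shifted to minimal medium containing 2% galactose to express toxic FUS. Compounds are tested at several concentrations. After 24hr at 30C, growth is quantified at 600 nm absorbance.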
aSyn yeast inh = alpha-synuclein toxicity inhibition in yeast; Yeast expressing alpha-synuclein, growth rescue, BacTiter-Glo, 24 h; Potency, µM (highest dose often 46.1 µM), without a hit: top-dose growth rescue (activation), actives largely listed as activators; 370,000 compounds, 0.14% hits; AID 652106; note: potency is the fitted concentration of half-maximal effect; % of control where 0% means no effect; nearly all actives have a fitted effect of over 65% in size
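Screening used galactose-induced yeast with toxic alpha-synuclein levels, exposed to compound for 24 hr at 30 deg C. Cell growth, read with BacTiter-Glo luminescence, gave the measured signal.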
PTHR1 agonist = agonists of human PTHR1 parathyroid hormone receptor | HEK293 GP2 PTHR1 cells, GloSensor cAMP luminescence, 1 h | Potency, µM (doses to about 115 µM), inactives show at the top dose activation, most hits filed as activators | 410,000 compounds, 0.075% hits; note: potency is the fitted concentration of half-maximal effect; nearly all actives have a fitted effect of over 55% in size; some results filed as inactive show a strong effect at the top dose; inactives centre near -15; many of its hits are not listed in these tables
Target sequence (Q03431 whole entry, looked up): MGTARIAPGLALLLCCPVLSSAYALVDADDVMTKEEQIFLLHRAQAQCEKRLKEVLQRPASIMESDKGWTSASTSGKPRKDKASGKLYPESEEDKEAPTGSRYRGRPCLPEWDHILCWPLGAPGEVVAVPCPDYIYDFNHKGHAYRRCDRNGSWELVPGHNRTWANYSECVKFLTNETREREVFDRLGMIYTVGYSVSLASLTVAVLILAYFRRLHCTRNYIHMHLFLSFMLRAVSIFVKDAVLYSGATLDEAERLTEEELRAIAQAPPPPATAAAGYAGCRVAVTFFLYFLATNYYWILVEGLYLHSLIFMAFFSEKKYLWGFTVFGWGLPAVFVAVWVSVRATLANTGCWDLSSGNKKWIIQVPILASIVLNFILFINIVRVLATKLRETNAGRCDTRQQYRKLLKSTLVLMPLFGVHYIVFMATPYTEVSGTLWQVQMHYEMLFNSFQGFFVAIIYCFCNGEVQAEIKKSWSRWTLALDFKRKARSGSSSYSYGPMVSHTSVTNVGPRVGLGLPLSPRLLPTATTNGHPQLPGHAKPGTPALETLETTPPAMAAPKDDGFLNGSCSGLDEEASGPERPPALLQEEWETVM
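HEK-293-derived GP2 cells expressing PTHR1 and a GloSensor cAMP reporter, 3,000/well, plated overnight, given luciferin plus IBMX (each 0.5 mM as added) for 1 h at 37 °C, then compound for 1 h at 37 °C. Luminescence was read after 15 min at room temperature.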
TDP43 rescue = TDP-43 toxicity inhibition in yeast; TDP-43 expressing yeast growth rescue, BacTiter-Glo, 24 h; Potency, µM (doses to about 46.1 µM), for the others: at the top dose growth rescue (activation), most hits filed as activators; 410,000 compounds, 1.8% hits; AID 652104; note: potency is the fitted concentration of half-maximal effect; % of control where 0% means no effect; nearly all actives have a fitted effect of over 50% in size
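Readout is BacTiter-Glo luminescence of cell growth, so inhibitors register as activators. TDP-43-expressing yeast at OD600=0.02 in galactose medium, after raffinose pregrowth to mid-log, were incubated with compound for 24 hr at 30 deg C.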
Akt phos inh = Akt phosphorylation inhibition | Neuro2A IGF-stimulated pAkt S473 HTRF, 20 min; active compounds read low | activity change, % for hits at 50 µM | 360,000 compounds, 0.32% hits | AID 651550; in the data active = activity change below about -80%; inconclusive = mostly about -51% to -80%; note: % is set by controls: 0 for no effect and ±100 for the full control effect
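Single-point screen (50 µM final compound) in Neuro2A cells stimulated 20 min with 6 nM IGF at 37 deg C. After lysis, Ser473-phosphorylated Akt read by HTRF (ex 330 nm, em 615/665 nm) as the 665/615 ratio.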
* hit, by the source's call; i = inactive; ? = inconclusive; . = no result given; [ ] = another dose, or the depositor's remark. Unless noted, calls come from the whole dose curve; as a rule, active = well fitted curve in the direction sought with a large enough effect; inconclusive = small, poorly fitted or top-dose-only effect, or another doubt; inactive = no such curve, though single readings can be large; an effect the other way counts as inactive or inconclusive.

SMILES	GLP1R ag	Abeta rescue	GLP1R inv ag	D3 antag	FUS suppressor	aSyn yeast inh	PTHR1 agonist	TDP43 rescue	Akt phos inh
Cc1cc(C)c2cc3c(ccn3C3OC[C@H](O)[C@H](O)[C@H]3O)cc2n1 (some centres not stated)	2%	-4%	-12%	3	-14%	-3%	-17%	2%	i
CCC(=O)Nc1nc(C)c(C(=O)Nc2cccc(Cl)c2)s1	-5%	1%	-14%	-24	-7%	-6%	16%	-14%	i
COc1ccc(CCN(C)C(=O)c2c(C)noc2C)cc1OC	-2%	-3%	3%	-27	11%	-2%	i	10%	i
COc1ccc(-c2onc(C)c2C)cc1S(=O)(=O)NCC1CCN(Cc2cccc(F)c2)CC1	.	1%	13%	.	16%	.	-6%	10%	.
O=C1CN(C(=O)CSc2nc3ccccc3c(=O)n2Cc2ccc(F)cc2)c2ccccc2N1	23%	19%	-14%	-3	?	8%	-15%	-7%[0.397 µM]	i
Cc1ccc(CSc2nc3ncccc3[nH]2)cc1	-14%	-10%	-29%	-2	-7%	-1%	-15%[57.5 µM]	20%	.
Cc1ccc(CN2CCC(Oc3cccc(C(=O)N(C)CCN(C)C)c3)CC2)cc1C	5%	7%	4µM*	-10	24%	-10%	i	0%	i
O=C(Nc1cc(F)ccc1F)c1ccc(CN2CC(=O)N3CCCCC3C2=O)cc1 (configuration not stated)	.	-66%[inhibitor]	-13%	.	0%	.	-1%	8%	.
CCOc1ccc2nc(NC(=O)C3(C)CC3(Br)Br)sc2c1 (configuration not stated)	-1%	?	?	0	38%	-34%[inhibitor]	-50%[inhibitor]	18µM*	i
CCOC(=O)N1CCN(C(=O)CNC(=O)Cc2ccc(Cl)cc2)CC1	-4%	-7%	0%	-5	26%	-5%	0%[57.5 µM]	0%	i
COc1ccc(S(C)(=O)=O)cc1S(C)(=O)=O	5%	8%	0%	-27	-2%	0%	5%	0%	i
CC(C)(C)OC(=O)N[C@@H](Cc1ccccc1)C(=O)N[C@@H](CO)[C@H](O)[C@@H]1C[C@@H]1C(=O)NC1CC1	7%	-7%	10%	-2	-11%	1%	-27%	?	i
Cc1ccc(-n2c(SCC(=O)Nc3cc(C)on3)nc3c([nH]c4ccccc43)c2=O)cc1	-3%	-1%	9%	-24	-10%	1%	i	9%	i
C[C@H](CO)N1C[C@H](C)[C@@H](CN(C)Cc2cccc(C(F)(F)F)c2)OCc2cnnn2CCCC1=O	20%	9%	5%	14	-14%	1%	-26%	15%	i
CCN1CCN(CCC(=O)Nc2cccc(OC)c2)CC1	2%	-2%	-2%	?	25%	-1%	28%	-15%	i
O=C(OCc1cn([C@@H]2CN(CC3CCCCC3)[C@@H](c3ccccc3)C[C@H]2O)nn1)c1ccccc1	-8%	6%	1%	17	38%	-2%	-43%	?	i
O=[N+]([O-])c1ccc(-c2nnc3cccc(Cl)n23)cc1	9%	-33%[inhibitor]	7%	?	5%	-1%	i	7%	i
COc1ccc(-n2cc(CN(C)CCO)c(-c3cccc(F)c3)n2)cc1	-5%	4%	-24%	10	-9%	-1%	-23%	9%	i
O=C(OCC(=O)N1CCN(C(=O)c2ccco2)CC1)c1cccc(S(=O)(=O)N2CCc3ccccc32)c1	14%	11%	12%	-9	?	0%	-34%[inhibitor]	-17%	i
Cc1ccc(NC(=O)C(=O)NCCCN2CCCC2=O)c(C)c1	-2%	3%	8%	16	-8%	1%	-6%	21%	i
O=c1/c(=C/c2ccco2)sc2nc(-c3ccccc3Br)nn12	-5%	17%	-1%	?	26%	-2%	i	7%	i
CC(C)(C)c1nc(SCC(=O)c2ccccc2)c2ccccc2n1	25%	-13%	?	5	2%	2%	-52%[inhibitor]	?	i
CCOC(=O)c1ccccc1NC(=O)C1CC(=O)N(C2CCCCC2)C1 (configuration not stated)	-3%	-14%	-6%	15	17%	12%	i	0%	i
Cc1cc(C)c(NC(=O)Cc2ccc(-n3c(C)nc4cccnc43)cc2)c(C)c1	.	-7%	-4%	.	18%	.	-58%[inhibitor]	4%	.
COc1ccc(CC(N)c2csc(NC(=O)Nc3ccc(F)cc3)n2)cc1 (configuration not stated)	-7%	-9%	-8%	-19	?	-4%	-20%	13%	i
COc1ccc(C(C)=O)cc1CSCC(=O)O	2%	2%	8%	3	-14%	1%	2%	10%	i
CCOC(=O)C1=C(N)Oc2cc(C)oc(=O)c2C1c1cccnc1 (configuration not stated)	-3%	1%	-1%	-13	?	-7%	-1%[57.5 µM]	-28%	i
CCOC(=O)c1ccc(S(=O)(=O)Nc2cc(S(=O)(=O)Nc3ccc(OC)cc3)ccc2O)cc1	3%	14%	7%	-19	.	1%	-5%	-14%	i
CN1CCN(CC(=O)Nc2ccccc2C(F)(F)F)CC1	1%	-10%	4%	12	-2%	-4%	-22%	5%	i
CC(C)(C)c1cc(C(C)(C)C)n(-c2ccccc2)n1	-11%	2%	-1%	10	-11%	0%	i	16%	i
CCC(=O)Nc1ccccc1-c1nc2ccccc2[nH]c1=O	-9%	-8%	41%[activator]	14	7%	6%	-18%	15%	i
CC[C@@H]1C=C(C(=O)O)[C@H](c2ccc(Cl)c(Cl)c2)N1S(=O)(=O)c1ccc(C)cc1	-2%	-5%	-20%	28	14%	-11%	-15%	0%	i
CC1CCC(NC(=O)C2CCN(S(=O)(=O)c3ccc4nc5c(c(C(=O)O)c4c3)CC(C)CC5)CC2)CC1 (configuration not stated)	0%	-12%	13%	15	16%	15%	i	4%	i
COc1ccc(C(O)c2nc(-c3cccc(NC(C)=O)c3)cs2)cc1 (configuration not stated)	3%	-15%	-26%	-2	17%	-1%	-1%	1%	.
CCCN1C2=NCCN2c2ccccc21	-9%	-4%	4%	17	-22%	0%	i	5%	i
C(=C\c1ccccc1)/CNn1cnnc1	1%	28%	19%	11	.	2%	i	8%	i
Cc1ccc2c(c1)C(=O)C(=O)N2CC(=O)Nc1ccccc1NC(=O)c1ccccn1	8%	-4%	-19%	0	6%	-3%	-7%	-20%	i
O=[N+]([O-])c1ccc(C(=S)N2CCCC2)cc1	-1%	-7%	-1%	-1	9%	-20%	-18%	-2%	i
CCOC(=O)c1[nH]c2ccc(F)cc2c1NC(=O)c1ccccc1C(=O)O	9%	-3%	12%	2	-26%	9%	i	17%	i
C=C1CSc2nc3ccccc3c(=O)n21	2%	24%	31%[activator]	-55*	-15%	-18%	-26%	11%	i
CC(C)=CCC1=C(OCC(=O)O)C(=O)c2ccccc2C1=O	-2%	-43%[inhibitor]	-26%	?	-7%	-10%	-21%	-11%	i
Cc1cc2c(N=NC(=O)C3CC3c3ccccc3)c(O)[nH]c2cc1Br (configuration not stated)	7%	-19%	34%	-1	19%	0%	-31%[inhibitor]	-20%	i
COc1cccc(Cn2c(Oc3ccccc3)nc3c2c(=O)n(C)c(=O)n3C)c1	16%	4%	-27%	31	?	7%	-32%[inhibitor][57.5 µM]	?	i
Cc1ccc(OCC(=O)N(c2ccc(C)cc2)S(=O)(=O)c2ccc(Cl)cc2)cc1	.	-15%	4%	.	20%	.	i	3%	.
CC(C)(C)C(=O)COC(=O)c1ccc(O)cc1	-6%	?	0%	-4	4%	0%	i	-2%	i
NC(=O)c1cccc(-c2ccnc3c2CC(C(=O)NCc2ccc(F)c(F)c2)O3)c1 (configuration not stated)	7%	-1%	?	?	-5%	-3%	i	2%	i
CSc1nc2ccc(NC(=O)c3cccs3)cc2s1	7%	-2%	?	-20	.	-1%	-9%	-4%	i
Cc1ccc(NC(=O)c2c(C)oc3ccc(O)c(CN4CCOCC4)c23)c(C)c1	.	-9%	-4%	.	8%	.	i	6%	.
CNC(=O)C(NC(=O)c1ccccc1)=C(C)C	16%	0%	3%	0	4%	1%	-22%	-6%[1.82 µM]	i
Cc1cc2nc(-c3ccc(SCC(=O)Nc4nccs4)nc3)[nH]c2cc1C	7%	-10%	11%	10	7%	0%	-32%[inhibitor]	11%	i
COc1ccc(C(=O)NCc2ccc(N3CCN(C)CC3)cc2)cc1	2%	-1%	?	?	31%	-1%	i	1%	i
COc1ccc(C(C)=O)cc1CSc1nc(Nc2ccc(F)c(F)c2)c2ccccc2n1	.	-13%	1%	.	3%	.	-9%	-6%	.
CCC(=O)Nn1c(C)nnc1C	3%	8%	0%	-20	-20%	-3%	-3%[57.5 µM]	-19%	i
Cc1cc(Nc2ccccc2)n(-c2cccc(Cl)c2)n1	1%	9%	0%	10	19%	-9%	-22%	14µM*	i
CCCCc1c(C)[nH]c(=S)[nH]c1=O	-9%	2%	10%	17	-25%	2%	-25%	9%	i
Cc1cccc(N2C(=O)c3cccc4c(N(C)CCO)ccc(c34)C2=O)c1	1%	-7%	10%	-9	20%	7%	-18%[57.5 µM]	-12%	.
COc1ccc(-n2nc3c(c2NC(=O)c2ccccc2S(=O)(=O)C(F)F)CS(=O)(=O)C3)cc1	-5%	6%	22%	-14	12%	2%	i	-9%	i
O=C(/C=C/c1ccccc1)NCc1ccc2c(c1)OCO2	19%	3%	-28%	-6	-13%	11%	i	16%	i

For reference, 2 of the compounds above.
SMILES	GLP1R ag	Abeta rescue	GLP1R inv ag	D3 antag	FUS suppressor	aSyn yeast inh	PTHR1 agonist	TDP43 rescue	Akt phos inh
COc1ccc(-n2nc3c(c2NC(=O)c2ccccc2S(=O)(=O)C(F)F)CS(=O)(=O)C3)cc1	-5%	6%	22%	-14	12%	2%	i	-9%	i
O=C(/C=C/c1ccccc1)NCc1ccc2c(c1)OCO2	19%	3%	-28%	-6	-13%	11%	i	16%	i

An excerpt; count on the stated rates, not on these rows.
